ER stress death: ER stress cell death inhibition; AID 1010; actives 0.33% (n = 48,000); CSM14.1 thapsigargin ER stress survival, ATP luminescence; relative survival (cellular ATP), % at 15 µg/mL (by protocol);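 active = survival measured by cellular ATP above 50% at 15 µg/ml in the first screen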;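 also: cell death triggered by about 15 µM thapsigargin; ATP read 24 h after thapsigargin was added; plate controls were thapsigargin with DMSO for no effect and DMSO without thapsigargin for full effect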
Active calls of the source: *. This is a subset; count on the stated rates, not on these rows.

No. | SMILES | ER stress death
1 | Cc1cc(C)c(NS(=O)(=O)c2ccc3ccccc3c2)c(C)c1 | 1
2 | CCn1c2ccccc2c2cc(CN3CCN(Cc4ccc(OC)c(OC)c4OC)CC3)ccc21 | -4
3 | Cc1cccc(NC(=O)CSc2nnc(NC(=O)CN3CCOCC3)s2)c1 | 0
4 | CCOc1ccc(/C=N/N=C2\C(=O)Nc3ccccc32)cc1 | -2
5 | O=C1c2ccc(Oc3ccc([N+](=O)[O-])cc3)cc2C(=O)N1c1nc2ccccc2s1 | 2
6 | C/C(=C1\SC(=S)NC1=O)c1cccc([N+](=O)[O-])c1 | 12
7 | O=C(Nc1ccccc1)Nc1ccc(S(=O)(=O)N2CCCCC2)cc1 | 0
8 | CSc1ccc(CN2CCN(C(=O)c3cccs3)CC2)cc1 | -1
9 | CCOc1ccc(C(=O)Nc2ccc(Cc3ccncc3)cc2)cc1Cl | 35
10 | O=C1NC(=O)/C(=C/c2ccccc2OCc2ccc(Cl)cc2)S1 | 8
11 | COc1ccc(CCNC(=O)C2C3CCC(O3)C2C(=O)O)cc1OC (stereo unspecified) | -2
12 | O=C(O)CCNC(=O)COc1ccccc1 | 0
13 | O=C1NN(c2ccc(I)cc2)C(=O)/C1=C\c1ccc(F)cc1 | 4
14 | CC(C)N(Cc1c(O)ccc2c(=O)c(-c3ccc(Cl)cc3)coc12)C(C)C | 9
15 | Cc1ccc(N(CC(=O)N(Cc2ccccc2)Cc2ccccc2)S(C)(=O)=O)cc1Cl | 15
16 | CC(=O)N1CCN(c2ccc(NC(=O)c3ccc4c(c3)OCCO4)cc2)CC1 | 6
17 | Cc1cccc(CN2CCN(C(=O)c3cccs3)CC2)c1 | -7
18 | CCOC(=O)C1=C(C)NC(=S)NC1c1ccc(OC(=O)c2ccco2)cc1 (stereo unspecified) | -1
19 | CCOc1ccc(C(=O)Nc2ccc(Oc3ccccc3)cc2)cc1 | 3
20 | CCCCOC(=O)c1cccc(NC(=O)c2cncc(Br)c2)c1 | -7
21 | Cn1c(CNc2ccccc2O)nc2ccccc21 | 0
22 | O=c1c2ccccc2nc2n1S(=O)(=O)c1ccccc1-2 | 1
23 | C/C(=N\OCC(=O)N/N=C/c1cc(Br)cc(Br)c1O)c1cccs1 | 9
24 | Nc1c(NCCCN2CCOCC2)c2ccccc2oc1=O | -4
25 | CCOc1cccc(C(=O)Nc2nnc(-c3ccccc3C)s2)c1 | 12
26 | Cc1ccc2oc(-c3ccc(NC(=O)c4cccnc4)cc3O)nc2c1 | -6
27 | CCOC(=O)c1c(-c2ccc(C)cc2)csc1NC(=O)c1cc2ccccc2oc1=O | -2
28 | CCOC(=O)c1sc(NC(=O)c2cc(OC)cc(OC)c2)c(C(N)=O)c1C | 0
29 | C/C(=N\Nc1nc(C)cc(-c2ccccc2)n1)c1c(F)c(F)c(F)c(F)c1F | 12
30 | Cc1cc(C)n(C(=O)c2cccs2)n1 | 2
31 | O=C1CCCC2=C1C(c1cccc([N+](=O)[O-])c1)C1C(=O)c3ccccc3C1=N2 (stereo unspecified) | 6
32 | O=S(=O)(Oc1ccccc1)c1ccc(F)cc1 | 2
33 | CCOc1ccc(N(CC(=O)N2CCOCC2)S(=O)(=O)c2ccc(Br)cc2)cc1 | 3
34 | CCOC(=O)C(CCCCOc1cccc(OC)c1)C(=O)OCC | 9
35 | O=C(N/N=C/c1ccc([N+](=O)[O-])c(O)c1)c1cccc(F)c1 | 6
36 | Cc1ccccc1S(=O)(=O)Nc1c(C)n(C)n(-c2ccccc2)c1=O | 4
37 | CCOC(=O)c1cc(=O)n2[nH]c(-c3ccc(Cl)cc3)cc2n1 | -3
38 | Cc1ccccc1OCC(=O)Nc1ccc(F)cc1F | 2
39 | COc1cc2c(cc1NC(=O)c1cccc(Br)c1)oc1ccccc12 | 10
40 | COc1c(I)cc(I)cc1C1NC(=O)c2c(sc3c2CCCC3)N1 (stereo unspecified) | 6
41 | O=C(CC(c1ccccc1)c1ccccc1)Nc1ccc(Cl)cn1 | 6
42 | O=S(=O)(c1cccs1)n1cnc2ccccc21 | 0
43 | COc1ccc(CCNC(=O)COc2cccc(C)c2)cc1 | 8
44 | O=C(NC(=S)Nc1ccc(Cl)c(-c2nc3cc(Cl)ccc3o2)c1)c1ccco1 | 4
45 | COc1ccccc1NC(=O)N1CCN(c2cccc(C(F)(F)F)c2)CC1 | 1
46 | CC(=O)c1c(C)nn2c3ccccc3n(CCN3CCCCC3)c12 | -3
47 | COc1ccc(CCNC(=O)COc2ccc(OC)cc2)cc1 | 1
48 | CC(c1ccccc1)c1nnc(N)s1 (stereo unspecified) | 7

A stretch from further up, as a working copy:
No. | SMILES | ER stress death
17 | Cc1cccc(CN2CCN(C(=O)c3cccs3)CC2)c1 | -7
18 | CCOC(=O)C1=C(C)NC(=S)NC1c1ccc(OC(=O)c2ccco2)cc1 (stereo unspecified) | -1
19 | CCOc1ccc(C(=O)Nc2ccc(Oc3ccccc3)cc2)cc1 | 3
20 | CCCCOC(=O)c1cccc(NC(=O)c2cncc(Br)c2)c1 | -7
21 | Cn1c(CNc2ccccc2O)nc2ccccc21 | 0
22 | O=c1c2ccccc2nc2n1S(=O)(=O)c1ccccc1-2 | 1
23 | C/C(=N\OCC(=O)N/N=C/c1cc(Br)cc(Br)c1O)c1cccs1 | 9
24 | Nc1c(NCCCN2CCOCC2)c2ccccc2oc1=O | -4
25 | CCOc1cccc(C(=O)Nc2nnc(-c3ccccc3C)s2)c1 | 12
26 | Cc1ccc2oc(-c3ccc(NC(=O)c4cccnc4)cc3O)nc2c1 | -6
27 | CCOC(=O)c1c(-c2ccc(C)cc2)csc1NC(=O)c1cc2ccccc2oc1=O | -2
28 | CCOC(=O)c1sc(NC(=O)c2cc(OC)cc(OC)c2)c(C(N)=O)c1C | 0
29 | C/C(=N\Nc1nc(C)cc(-c2ccccc2)n1)c1c(F)c(F)c(F)c(F)c1F | 12
30 | Cc1cc(C)n(C(=O)c2cccs2)n1 | 2
31 | O=C1CCCC2=C1C(c1cccc([N+](=O)[O-])c1)C1C(=O)c3ccccc3C1=N2 (stereo unspecified) | 6
32 | O=S(=O)(Oc1ccccc1)c1ccc(F)cc1 | 2
33 | CCOc1ccc(N(CC(=O)N2CCOCC2)S(=O)(=O)c2ccc(Br)cc2)cc1 | 3
34 | CCOC(=O)C(CCCCOc1cccc(OC)c1)C(=O)OCC | 9
35 | O=C(N/N=C/c1ccc([N+](=O)[O-])c(O)c1)c1cccc(F)c1 | 6
36 | Cc1ccccc1S(=O)(=O)Nc1c(C)n(C)n(-c2ccccc2)c1=O | 4
37 | CCOC(=O)c1cc(=O)n2[nH]c(-c3ccc(Cl)cc3)cc2n1 | -3
38 | Cc1ccccc1OCC(=O)Nc1ccc(F)cc1F | 2
39 | COc1cc2c(cc1NC(=O)c1cccc(Br)c1)oc1ccccc12 | 10
40 | COc1c(I)cc(I)cc1C1NC(=O)c2c(sc3c2CCCC3)N1 (stereo unspecified) | 6
41 | O=C(CC(c1ccccc1)c1ccccc1)Nc1ccc(Cl)cn1 | 6
42 | O=S(=O)(c1cccs1)n1cnc2ccccc21 | 0
43 | COc1ccc(CCNC(=O)COc2cccc(C)c2)cc1 | 8
44 | O=C(NC(=S)Nc1ccc(Cl)c(-c2nc3cc(Cl)ccc3o2)c1)c1ccco1 | 4
45 | COc1ccccc1NC(=O)N1CCN(c2cccc(C(F)(F)F)c2)CC1 | 1
46 | CC(=O)c1c(C)nn2c3ccccc3n(CCN3CCCCC3)c12 | -3
47 | COc1ccc(CCNC(=O)COc2ccc(OC)cc2)cc1 | 1

(list continues)
No. | SMILES | ER stress death
49 | O=C(NCc1ccc(Cl)cc1)C(=O)Nc1ccc([N+](=O)[O-])cc1 | 2
50 | CC(C)(C)c1ccc(OCCOc2ccc(C=C3C(=O)NC(=S)NC3=O)cc2)cc1 | -4
51 | CC(C)COc1ccc(C(=O)N/C(=C/c2ccc3c(c2)OCO3)C(N)=O)cc1 | -4
52 | CCSc1nnc(NC(=O)/C=C/c2ccc(F)cc2)s1 | 10
53 | CCOC(=O)c1c(-c2cccs2)csc1NC(=O)c1ccc(N2C(=O)CCC2=O)cc1 | 9
54 | COCCOC(=O)c1c(C)oc2ccc(OCc3c(F)c(F)c(F)c(F)c3F)cc12 | 0
55 | Cc1nn(-c2ccccc2)c(C)c1/C=N/NC(=O)c1cc(-c2ccc(Cl)cc2)n[nH]1 | 11
56 | O=c1c(Br)c(N2CCCC2)cnn1-c1ccccc1 | 1
57 | CCOC(=O)c1c(NC(=O)c2cc(OCC)c(OCC)c(OCC)c2)sc(C)c1C | 10
58 | CC(C)NC(=O)CN(c1cccc(Cl)c1)S(C)(=O)=O | 0
59 | Cc1ccc(N2CC(C(=O)N/N=C/c3ccc4c(c3)OCO4)CC2=O)cc1 (stereo unspecified) | 0
60 | Cc1nc2cc(-c3ccco3)[nH]n2c(=O)c1C | -2
61 | CN(C(=O)c1ccc(Cl)cc1)c1ccccc1 | 17
62 | O=C1c2ccccc2NC(c2ccc(O)cc2)N1Cc1ccco1 (stereo unspecified) | 4
63 | Cc1cc(OCC(=O)Nc2cc(Cl)cc(Cl)c2)ccc1Br | 6
64 | CCOc1cc(C(=O)Nc2ccc(N3CCOCC3)cc2)cc(OCC)c1OCC | -3
65 | O=C(O)c1ccccc1C(=O)NC1=NN(c2ccccc2)CC1 | -1
66 | CCOC(=O)c1ccc(NC(=O)CN2C(=O)CCC2=O)cc1 | 1
67 | Cc1cccc(OCC(=O)Nc2ccc(C)c(C)c2)c1 | 3
68 | CCOC(=O)C(CCCCOc1cc(C)cc(C)c1)C(=O)OCC | 12
69 | COc1ccc(-c2cc(-c3ccccc3)nc(N/N=C/c3ccccc3F)n2)cc1 | 4
70 | Cc1ccc(C(=O)N/C(=C\c2cccs2)C(=O)NCc2cccnc2)cc1 | 7
71 | FC(F)(F)c1cc(-c2cccs2)nc2cc(-c3ccccc3)nn12 | 1
72 | O=C(O)c1cccc2c1NC(c1cccc3ccccc13)C1CC=CC21 (stereo unspecified) | 8
73 | CC1CCc2c(sc(NC(=O)C3CC=CCC3C(=O)O)c2C(N)=O)C1 (stereo unspecified) | -1
74 | Cc1ccc(Cl)cc1NC(=O)c1c(-c2ccccc2)noc1C | -3
75 | CCOc1nc(-c2ccccc2)c2cc(C)ccc2n1 | -8
76 | CCOC(=O)c1ccc(NC(=O)CN(c2ccc(OC)cc2OC)S(C)(=O)=O)cc1 | 3
77 | CN1CCN(c2nc3ccccn3c(=O)c2/C=C2\SC(=S)N(Cc3ccco3)C2=O)CC1 | 3
78 | CC1CC(Nc2ccccc2)c2ccccc2N1C(=O)c1ccccc1[N+](=O)[O-] (stereo unspecified) | 8
79 | Cc1[nH]n(-c2ccccc2)c(=O)c1C=Nc1ccc(Br)cn1 | 7
80 | COc1ccc(NC(=O)COc2ccc(C(C)C)cc2)c(OC)c1 | 13
81 | CCOc1cc(/C=N\N2CCN(c3ccc(Cl)cc3)CC2)ccc1O | 4
82 | COCCCNC(=O)CN(c1ccccc1OC)S(=O)(=O)c1ccccc1 | -1
83 | Cc1nc2cc(Nc3nnc(-c4ccc(Cl)cc4)c4ccccc34)ccc2n1C | -15
84 | CCCOC(=O)c1ccc(NC(=O)CCC(=O)OC)cc1 | 1

Part of the list above in order of length of the SMILES, low to high:
No. | SMILES | ER stress death
75 | CCOc1nc(-c2ccccc2)c2cc(C)ccc2n1 | -8
74 | Cc1ccc(Cl)cc1NC(=O)c1c(-c2ccccc2)noc1C | -3
83 | Cc1nc2cc(Nc3nnc(-c4ccc(Cl)cc4)c4ccccc34)ccc2n1C | -15

(listing goes on)
No. | SMILES | ER stress death
85 | CCOc1ccc(/C=N/Nc2nc(N3CCCCC3)nc(N3CCCCC3)n2)cc1OC | 9
86 | CCOC(=O)C1=C(O)/C(=C/c2cccs2)SC1=Nc1cccc(Cl)c1 | 0
87 | Cc1cccc(C(C)C)c1NC(=O)CCCOc1ccccc1 | 7
88 | COC(=O)CN1C(=O)/C(=C\c2ccc([N+](=O)[O-])cc2)SC1=S | -2
89 | CN(C)CCOC(=O)CCc1cc(C(C)(C)C)c(O)c(C(C)(C)C)c1 | 12
90 | CC(C)(C)c1cc(Br)ccc1OCC(=O)O | -1
91 | C(=N\n1cnnc1)/c1ccc(OCCOc2ccccc2)cc1 | 4
92 | CCc1ccc(-n2[nH]c(C)c(/C=C3/C=Nc4ccccc43)c2=O)cc1 | 2
93 | Cn1cc(C=C2C(=O)NC(=S)NC2=O)c2ccccc21 | 1
94 | O=C(NCCCNc1ccc([N+](=O)[O-])cc1Cl)c1ccc(F)cc1 | -10
95 | Cc1ccc(NC(=S)N/N=C2\CC(=O)CC(C)(C)C2)cc1 | -13
96 | CCCC(=O)NC(c1ccccc1Cl)c1c(O)ccc2ccccc12 (stereo unspecified) | 4
97 | O=C(Nc1ccc(F)c([N+](=O)[O-])c1)C(c1ccccc1)c1ccccc1 | -6
98 | N#C/C(=C(/O)c1ccc(Cl)cc1Cl)c1nc2ccccc2[nH]1 | -1
99 | CSC(=O)NC1(Cc2ccc(O)cc2)CCCCC1 | 4
100 | Cc1csc(NC(=O)c2cnccn2)n1 | 20
101 | O=C1S/C(=C/c2ccc(F)cc2)C(=O)N1CNc1ccc(I)cc1 | -2
102 | CC(=O)NC(=Nc1nc2ccccc2s1)NC(C)=O | 3
103 | CCOC(=O)c1c(C)oc2ccc(OCc3ccc(F)cc3)cc12 | 0
104 | CC(C)CC(=O)N1CCN(CCCc2ccccc2)CC1 | -2
105 | O=C(Nc1ccc2c(c1)OCCO2)C(Sc1ccccc1)c1ccccc1 (stereo unspecified) | 1
106 | O=C(Nc1ccc(Cl)c(-c2nc3ccccc3[nH]2)c1)c1cc2ccccc2o1 | 8
107 | COc1ccc(NC(=O)c2cc(Br)ccc2Cl)cc1OC | -3
108 | CCNC(=O)C1COc2ccccc2O1 (stereo unspecified) | 5
109 | O=S(=O)(Nc1ccc(OCc2ccccc2)cc1)c1ccc2ccccc2c1 | 1
110 | CCC(C#CCN(CC)CC)OC(C)=O (stereo unspecified) | -3
111 | CCOc1ccc(-c2cc(C)n3nc(C(N)=O)cc3n2)cc1 | -13
112 | C=CCNC(=O)c1c(NC(=O)c2ccccc2C)sc2c1CCCCC2 | -6
